TrxR1 substrate – rat thioredoxin reductase 1 substrate activity; purified TrxR1 substrate turnover, NADPH consumption readout; 0.01% of 390,000 active; Potency, µM (doses to about 114 µM), inactives show at the highest dose activity change, negative = substrate turnover; also: % is scaled to controls: 0 for no effect and ±100 for the full control effect; nearly all actives have a fitted effect of over 50% in size
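Rat TrxR1, dispensed at 90 nM, was prereduced with 400 uM NADPH (final) for 5 min at ~22 deg C, then incubated with compound 15 min before 400 uM selenite. A first-read NADPH fluorescence drop versus no-compound background flagged substrates.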
USP1 inh – blocks the human USP1/UAF1 deubiquitinase complex; recombinant USP1/UAF1, Ub-Rhodamine cleavage fluorescence; AID 743255; Potency, µM (titrated, usually from 57.1 µM), inactives show at the highest dose activity change, negative = inhibition, hits mostly inhibitors; O94782; 0.23% of 390,000 active; also: % is scaled to controls: 0 for no effect and ±100 for the full control effect; nearly all actives have a fitted effect of over 60% in size; inactives centre near -12
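Step one: compound is pinned into 1nM USP1/UAF1 in HEPES pH 7.8 buffer with TCEP. Step two: 15 min room-temperature incubation. Step three: Ub-Rho (150nM final) starts cleavage, tracked by fluorescence over six one-minute reads.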
Vif-APOBEC3F blk – inhibitors of Vif-A3F interaction | HeLa A3F-eYFP + Vif (tagged APOBEC3F with the HIV-1 protein that degrades it), YFP fluorescence increase | 0.2% of 390,000 active | Potency, µM (highest dose often 46.1 µM), without a hit: at the highest dose activity, negative = active; also: % of control where 0% means no effect; nearly all actives have a fitted effect of over 65% in size
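HeLa cells stably expressing Vif plus C-terminally eYFP-tagged A3F were seeded, incubated overnight at 37 deg C, dosed with compound, incubated overnight again at 37 deg C. Yellow fluorescence (Ex 488/Em 500-530) reported blocked Vif-mediated A3F-eYFP degradation.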
RGS4 inh – inhibitors of human regulator of G protein signaling 4; Transcreener GDP fluorescence polarization, RGS4-accelerated GTP hydrolysis; Potency, µM (titrated, usually from 114 µM), without a hit: at the top dose activity change, negative = inhibition, actives largely listed as inhibitors; AID 504845; 0.039% of 390,000 active; also: % is scaled to controls: 0 for no effect and ±100 for the full control effect; nearly all actives have a fitted effect of over 75% in size; some results filed as inactive show a strong effect at the top dose
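MLSMR compounds (23 nl, pin-transferred) preincubated 10 min at room temperature with a 500nM (2x) first reagent, then RGS4 at 900nM (2x) plus Transcreener GDP mix added; fluorescence polarization (620/688 nm) read before and after 90 min at 30 °C.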
rTrxR1 inhibitor – rat TrxR1 inhibition. O89049. Potency, µM (highest dose often 114 µM), for inactives: at the top dose activity change, negative = inhibition, actives largely listed as inhibitors. AID 588453. 1% of 390,000 active. recombinant rTrxR1, NADPH fluorescence consumption, selenite substrate; also: % is scaled to controls: 0 for no effect and ±100 for the full control effect; nearly all actives have a fitted effect of over 65% in size
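Rat TrxR1 (90 nM in the dispensed reagent) was pre-reduced with 400 uM NADPH for 5 min at room temperature, then incubated with compound for 15 min. After 400 uM selenite was added, NADPH fluorescence (Ex 340/Em 450 nm) was followed for 8 min.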
RXFP1 ag – activates the human relaxin receptor RXFP1; AID 2676; Q9HBX9; 0.3% of 370,000 active; Potency, µM (titrated, usually from 57.5 µM), for inactives: at the highest dose activation, most hits filed as activators; HEK293T-RXFP1 cAMP TR-FRET, 30 min; response scale: percent of porcine relaxin response, buffer zero; also: % is scaled to controls: 0 for no effect and ±100 for the full control effect; nearly all actives have a fitted effect of over 60% in size; many of its hits are not listed in these tables
Target sequence (Q9HBX9 whole entry, looked up): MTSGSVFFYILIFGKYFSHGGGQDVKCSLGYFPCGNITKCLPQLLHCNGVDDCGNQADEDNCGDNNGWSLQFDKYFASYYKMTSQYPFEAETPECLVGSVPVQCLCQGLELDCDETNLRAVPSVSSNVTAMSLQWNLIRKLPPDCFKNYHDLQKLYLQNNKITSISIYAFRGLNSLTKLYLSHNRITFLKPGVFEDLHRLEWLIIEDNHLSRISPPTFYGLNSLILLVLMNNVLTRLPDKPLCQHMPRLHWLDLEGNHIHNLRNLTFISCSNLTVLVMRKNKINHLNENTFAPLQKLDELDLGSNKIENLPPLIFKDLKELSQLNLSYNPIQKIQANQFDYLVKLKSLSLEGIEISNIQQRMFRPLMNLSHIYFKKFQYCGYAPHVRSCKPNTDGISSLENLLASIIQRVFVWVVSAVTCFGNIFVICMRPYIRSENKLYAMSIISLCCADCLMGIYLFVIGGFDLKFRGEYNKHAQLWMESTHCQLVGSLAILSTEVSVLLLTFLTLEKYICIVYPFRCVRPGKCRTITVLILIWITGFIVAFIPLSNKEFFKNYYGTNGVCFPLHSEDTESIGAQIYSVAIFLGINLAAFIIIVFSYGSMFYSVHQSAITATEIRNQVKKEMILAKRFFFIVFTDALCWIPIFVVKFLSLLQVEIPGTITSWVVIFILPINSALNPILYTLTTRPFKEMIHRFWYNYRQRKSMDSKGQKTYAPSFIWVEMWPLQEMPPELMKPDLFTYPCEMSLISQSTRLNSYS
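cAMP rise read by TR-FRET after 30 min, 37C compound exposure (up to 58 uM) in RXFP1-transfected HEK293 cells with Ro 20174 present. EC50 from Hill-equation fits, with 29 nM porcine relaxin as 100% and buffer as basal.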
Vif-A3G inh – Vif-A3G binding inhibition; Q9HC16; HeLa A3G-eYFP + Vif (tagged APOBEC3G with the HIV-1 protein that degrades it), YFP fluorescence, overnight; Potency, µM (titrated, usually from 46.1 µM), without a hit: top-dose activity, negative = active, most hits filed as inhibitors; 0.076% of 410,000 active;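 also: % is scaled to controls: 0 for no effect and ±100 for the full control effect; nearly all actives have a fitted effect of over 60% in size; hits raise eYFP signal because A3G escapes Vif-driven loss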
Target sequence (Q9HC16 whole entry, looked up): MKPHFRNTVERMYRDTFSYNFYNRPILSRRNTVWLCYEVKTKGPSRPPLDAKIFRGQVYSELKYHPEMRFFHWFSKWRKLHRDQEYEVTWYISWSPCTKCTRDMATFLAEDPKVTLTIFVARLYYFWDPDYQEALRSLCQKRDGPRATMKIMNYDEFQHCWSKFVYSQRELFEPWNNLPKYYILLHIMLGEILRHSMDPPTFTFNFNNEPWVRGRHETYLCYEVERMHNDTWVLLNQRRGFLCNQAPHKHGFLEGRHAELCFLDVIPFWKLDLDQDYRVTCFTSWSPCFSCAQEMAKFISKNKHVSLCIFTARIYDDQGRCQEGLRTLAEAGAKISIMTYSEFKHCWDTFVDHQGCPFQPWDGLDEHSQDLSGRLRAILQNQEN
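Read-out is eYFP fluorescence (Ex 488/Em 500-530) from Vif-expressing HeLa A3G-eYFP cells; more signal means A3G escaped Vif-mediated degradation. Cells plated overnight, compound pinned in, incubated overnight at 37 deg C.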
12-LOX inh – inhibitors of human 12S-lipoxygenase ALOX12; P18054; purified 12hLO, xylenol orange hydroperoxide absorbance; Potency, µM (doses to about 108 µM), without a hit: top-dose activity change, negative = inhibition, hits mostly inhibitors; 1.1% of 580,000 active; also: % is scaled to controls: 0 for no effect and ±100 for the full control effect
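Hydroperoxide product was detected by ferrous iron/xylenol orange as the 573 to 405 nm absorbance ratio. Arachidonic acid at 40 uM (final) was turned over for 30 min at room temperature by 150 nM human 12hLO, pH 7.0 Hepes buffer, after 15 min compound preincubation.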
mIDH1 inhibitor – blocks human mutant IDH1 R132H enzyme. O75874. Potency, µM (doses to about 76.6 µM), inactives show top-dose activity change, negative = inhibition, most hits filed as inhibitors. IDH1-R132H enzyme, NADPH consumption, diaphorase/resazurin fluorescence. 0.093% of 390,000 active; also: % is scaled to controls: 0 for no effect and ±100 for the full control effect; nearly all actives have a fitted effect of over 65% in size
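IDH1-R132H (0.5 ug/mL dispensed) in pH 7.5 Tris buffer was preincubated 30 min with compound, then given a substrate mix of 0.016 mM NADPH and 2 mM alpha-KG for 80 min at room temperature; remaining NADPH was read by diaphorase/resazurin fluorescence.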
* = called active by the depositor; ? = inconclusive; nt = no result given; [ ] = another dose, or the depositor's remark. Calls follow the shape of the dose curve; as a rule, active = well fitted curve in the direction sought with a large enough effect; inconclusive = small, poorly fitted or top-dose-only effect, or another doubt; inactive = no such curve, though single readings can be large; an effect the other way counts as inactive or inconclusive. Potency is read from the fitted curve at half-maximal effect. This is a subset; the hit share may differ from the screen's.

[1] Cc1cc(C(=O)NC2CCCc3c2cnn3-c2ccc(C(C)(C)C)cc2)nn1C (stereo not drawn)
[2] Cc1onc(-c2ccccc2Cl)c1C(=O)OCC(=O)c1c(N)n(C)c(=O)n(C)c1=O
[3] O=C(CCc1ccccc1Cl)Nc1ccc(S(=O)(=O)N2CCOCC2)cc1
[4] Cc1ccc(-n2c(C)csc2=N)cc1
[5] COc1ccccc1NC(=S)N(Cc1ccccc1)Cc1cccnc1
[6] O=C(OCC(=O)N(CCc1ccccc1)Cc1ccccc1)c1cc(S(=O)(=O)N2CCOCC2)ccc1F
[7] CCOC(=O)N1CCN(C(=O)c2ccc(NS(=O)(=O)c3ccc(C)cc3)cc2)CC1
[8] COCCCn1c(=N)c(C(=O)NCc2cccnc2)cc2c(=O)n3cc(C)ccc3nc21
[9] CCCNC(=O)c1c(NC(=O)C2COc3ccccc3O2)sc2c1CCCC2 (stereo not drawn)
[10] CCOc1ccccc1N(CC(=O)O)S(=O)(=O)c1ccc(C)cc1

| screen / no. | 1 | 2 | 3 | 4 | 5 | 6 | 7 | 8 | 9 | 10 |
| --- | --- | --- | --- | --- | --- | --- | --- | --- | --- | --- |
| TrxR1 substrate | -13% | 3%[57.1 µM] | -10% | 0% | 8%[57.1 µM] | -1% | -11% | 426%[activator] | -8% | -8% |
| USP1 inh | -2% | -21% | -1% | -17% | -3% | -10% | -16% | -23% | -15% | -18% |
| Vif-APOBEC3F blk | -11% | 8% | -3% | -5% | 5% | 9% | 2% | 0% | 0% | -13% |
| RGS4 inh | -3% | 17% | -3% | -16% | 24% | -19% | -1% | -4% | -14% | 5% |
| rTrxR1 inhibitor | -9% | 4%[57.1 µM] | -3% | 14% | 7%[57.1 µM] | -6% | -11% | 127%[activator] | 5% | -7% |
| RXFP1 ag | 1.8% | 4.1% | 0.3% | -1.8% | -0.4% | 0.2% | 3.2% | 6.3% | -2.6% | -0.9% |
| Vif-A3G inh | -1% | -8% | -6% | 0% | 0% | 0% | 0% | 1% | 0% | 0% |
| 12-LOX inh | -2% | 1% | -9% | ? | 101%[activator] | -2% | 34%[activator] | -19% | 353%[activator] | 27% |
| mIDH1 inhibitor | 1% | 5% | -4% | 4% | -5% | 3% | 4% | 17% | 3% | -3% |

[11] Cc1ccc2nc(C)c3c(c2c1)SCC3
[12] COC(=O)CCCC(=O)N1CCC(CCC(=O)NC2CC2)CC1
[13] O=C(c1cc(COc2ccc(F)cc2Cl)on1)N1CCCCCC1
[14] Cc1cc(NC(=O)CN2C(=O)CC(c3ccco3)Sc3ccccc32)no1 (stereo not drawn)
[15] Cc1cccc(C(=O)NC2CCN(CC(=O)NCc3cccs3)CC2)c1
[16] Cc1ncc(S(=O)(=O)c2ccccc2)c(-c2ccc(Cl)cc2Cl)n1
[17] CC(C)(C)NC(=O)C(c1ccc(F)cc1)N(Cc1ccccc1Cl)C(=O)c1ccn[nH]1 (stereo not drawn)
[18] Cc1ccc2[nH]c(=O)c(CN(CCCO)S(=O)(=O)c3cccc4nsnc34)cc2c1
[19] Oc1cccc2ccc(/C=C/c3ccc(Br)s3)nc12
[20] Cc1ccc(OC(=O)c2cc(-c3ccc4c(c3)OCCO4)on2)cc1C

| screen / no. | 11 | 12 | 13 | 14 | 15 | 16 | 17 | 18 | 19 | 20 |
| --- | --- | --- | --- | --- | --- | --- | --- | --- | --- | --- |
| TrxR1 substrate | 15% | -2% | 9% | 3% | 9%[57.1 µM] | -5% | 4% | -4% | 4% | 5% |
| USP1 inh | ? | -10% | -15% | -18% | -4% | 2% | -18% | -8% | -6% | -12% |
| Vif-APOBEC3F blk | 3% | 11% | -9% | -5% | 5% | -12% | 7% | -3% | 4% | -1% |
| RGS4 inh | -2% | -4% | -30% | -44% | -21% | 4% | -14% | 5% | 34% | 11% |
| rTrxR1 inhibitor | 10% | 16% | 10% | ? | 23%[57.1 µM] | -1% | 12% | -3% | 37%[activator] | 27% |
| RXFP1 ag | 8.4% | -4.4% | 3.7% | -0.1% | -0.8% | 0.5% | 1.8% | 0.9% | 0.6% | -1.3% |
| Vif-A3G inh | -3% | 4% | -5% | 0% | -1% | -2% | -3% | 2% | 1% | -3% |
| 12-LOX inh | 110%[activator] | -4% | 0% | nt | 0% | 5% | -13% | 4% | ? | -12% |
| mIDH1 inhibitor | 5% | 9% | 7% | 1% | 20% | 3% | -3% | 0% | -11% | 1% |

[21] O=C(c1ccccc1Cc1ccccc1)N1CCN(S(=O)(=O)c2ccccc2F)CC1
[22] CCN(C(=O)COC(=O)c1ccc(C=O)cc1)c1c(N)n(Cc2ccccc2)c(=O)[nH]c1=O
[23] O=C(NCc1ccccc1F)c1ccc2c(c1)OCO2
[24] Cc1no[n+]([O-])c1COc1ccc(/C=C2\NC(=S)NC2=O)cc1
[25] N#C/C(=N\Nc1cccc([N+](=O)[O-])c1)C(=O)c1ccc(Br)cc1
[26] O=C(CSc1nnc(NC(=O)c2ccco2)s1)Nc1ccc(F)cc1F
[27] COc1ccc(C2(c3ccc(OC)cc3)NC(=O)N(CC(=O)N(C)c3ccccc3)C2=O)cc1
[28] O=C(NCc1nc(-c2ccc(C(F)(F)F)cc2)no1)Nc1cc(Cl)cc(Cl)c1
[29] CCc1ccc(-n2nc(C)c3c(C(=O)NCCc4ccc(OC)c(OC)c4)cc(C)nc32)cc1
[30] COc1ccc(-n2c(SCC(=O)Nc3cc(C)cc(C)c3)nc3c(oc4ccccc43)c2=O)cc1

| screen / no. | 21 | 22 | 23 | 24 | 25 | 26 | 27 | 28 | 29 | 30 |
| --- | --- | --- | --- | --- | --- | --- | --- | --- | --- | --- |
| TrxR1 substrate | -12% | 3% | 1% | 7% | -20% | 9% | -1% | -7% | 28% | 6% |
| USP1 inh | -9% | -10% | -9% | -6% | -20% | -15% | -25% | -17% | -18% | -20% |
| Vif-APOBEC3F blk | -3% | 5% | -1% | -2% | 9% | 0% | 1% | 0% | -3% | 7% |
| RGS4 inh | 3% | 0% | 24% | -20% | -2% | 11% | 2% | 17% | -43% | 4% |
| rTrxR1 inhibitor | -15% | 6% | 8% | 14%[57.1 µM] | 6%[57.1 µM] | 8% | 20% | 13% | 39% | 23% |
| RXFP1 ag | 1.0% | -0.8% | 1.0% | -1.4% | -0.3% | 0.1% | 3.4% | 3.5% | -2.0% | 2.5% |
| Vif-A3G inh | 7% | 4% | 0% | -2% | -15% | -3% | 2% | -10% | -6% | 4% |
| 12-LOX inh | ? | -1% | 16% | -6% | 40µM* | 7% | -17% | 91%[activator] | 0% | -24% |
| mIDH1 inhibitor | 0% | 20% | 5% | 5% | -5% | 1% | -13% | -10% | 0% | -3% |

The list goes on; it opens with the 3 that closed the last part.
[28] O=C(NCc1nc(-c2ccc(C(F)(F)F)cc2)no1)Nc1cc(Cl)cc(Cl)c1
[29] CCc1ccc(-n2nc(C)c3c(C(=O)NCCc4ccc(OC)c(OC)c4)cc(C)nc32)cc1
[30] COc1ccc(-n2c(SCC(=O)Nc3cc(C)cc(C)c3)nc3c(oc4ccccc43)c2=O)cc1
[31] Cc1ccc(C)c(NC(=O)Cn2c(=O)n(-c3ccccc3C)c(=O)c3c2c2cc(C)ccc2n3C)c1
[32] COc1cccc(-c2cc(C(=O)Nc3cc(Cl)ccc3O)on2)c1
[33] Cc1ccc(C)c(Cn2c(=O)n(Cc3ccc4c(c3)OCO4)c(=O)c3oc4ccccc4c32)c1
[34] Cc1ccc(S(=O)(=O)Nc2ccc(Cl)cc2)cc1NC(=O)c1cc2c(s1)CCCC2
[35] OC[C@@H]1CCC[C@@H](n2cnc3c(=S)nc[nH]c32)O1
[36] Cc1nc2ncnn2c(C)c1CCC(=O)N1CC(C)CC(C)C1 (stereo not drawn)
[37] CC(C)C[C@H](NC(=O)N1c2ccccc2NC(=O)[C@@H]1C(C)C)C(=O)N1CCC[C@@H]1C(=O)O
[38] COc1ccccc1OCc1ccc(C(=O)Nc2ccc(Cl)cn2)o1
[39] COc1ccc2c(c1OC)C(=O)N(c1ccc(F)cc1)C2

| screen / no. | 28 | 29 | 30 | 31 | 32 | 33 | 34 | 35 | 36 | 37 | 38 | 39 |
| --- | --- | --- | --- | --- | --- | --- | --- | --- | --- | --- | --- | --- |
| TrxR1 substrate | -7% | 28% | 6% | 9% | -9% | 0% | -2% | -9% | -6% | 4% | -7%[57.1 µM] | ? |
| USP1 inh | -17% | -18% | -20% | -6% | -8% | -6% | -19% | nt | -6% | -16% | -7% | -8% |
| Vif-APOBEC3F blk | 0% | -3% | 7% | -1% | -6% | 1% | 9% | nt | -6% | 5% | 4% | -5% |
| RGS4 inh | 17% | -43% | 4% | 13% | -1% | -10% | 15% | -37% | -11% | 12% | -5% | 1%[56.9 µM] |
| rTrxR1 inhibitor | 13% | 39% | 23% | 16% | 1% | 9% | -10% | ? | 0% | 5% | 23%[57.1 µM] | -18% |
| RXFP1 ag | 3.5% | -2.0% | 2.5% | 1.4% | -0.2% | 0.6% | -0.2% | nt | 4.6% | -0.5% | 0.0% | -0.8% |
| Vif-A3G inh | -10% | -6% | 4% | 4% | -2% | 9% | -1% | -18% | 0% | 4% | -9% | 0% |
| 12-LOX inh | 91%[activator] | 0% | -24% | -15% | ? | -22% | ? | nt | 0% | 7% | -3% | 0% |
| mIDH1 inhibitor | -10% | 0% | -3% | -6% | 26% | -12% | 3% | nt | -4% | -11% | 3% | -13% |

From PubChem BioAssay
